S100A4 MyoIIA: inhibitors of S100A4-myosin IIA peptide binding, primary screen, biochemical, fluorescence polarization, TAMRA-MyoIIA peptide; Protein S100-A4 (Homo sapiens), P26447; inhibition, % at 10.7 µM; actives 0.14% (n = 360,000);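 active means mean inhibition of at least 70% across replicates, with every replicate also reaching that level; inconclusive means mean inhibition reaches 70% but some replicates fall short; inactive means mean inhibition below 70%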
Target sequence (P26447 whole entry, looked up): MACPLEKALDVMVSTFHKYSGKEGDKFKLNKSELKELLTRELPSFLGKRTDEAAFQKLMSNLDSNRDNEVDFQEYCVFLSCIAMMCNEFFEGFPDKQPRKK
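Test system: S100A4 monomer protein; Medium: HEPES pH 7.2 with CaCl2, KCl, NaCl, DTT, Triton; Probe or stimulus: TAMRA-labelled myosin IIA heavy-chain peptide probe, 5 nM; Doses: one dose per compound; Times: polarization read 5 min after assay mix addition, stable 5–60 min; Benchmarks: neutral control DMSO, positive control TFP.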
ERAP1 inh: human ERAP1 aminopeptidase inhibitors, primary screen, biochemical, single point, plate reader. AID 652197, 2013. recombinant ERAP1, Leu-AMC fluorescence, 60 min. actives 0.15% (n = 340,000). Endoplasmic reticulum aminopeptidase 1 (Homo sapiens), Q9NZ08. inhibition, % at 10.7 µM;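 active means mean replicate inhibition of at least 30%, or all replicates individually reaching that 30% level; inactive means mean below 30% and not every replicate reaching it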;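 further: 0% = neutral control wells and 100% = L-leucinethiol positive control wells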
Target sequence (Q9NZ08 whole entry, looked up): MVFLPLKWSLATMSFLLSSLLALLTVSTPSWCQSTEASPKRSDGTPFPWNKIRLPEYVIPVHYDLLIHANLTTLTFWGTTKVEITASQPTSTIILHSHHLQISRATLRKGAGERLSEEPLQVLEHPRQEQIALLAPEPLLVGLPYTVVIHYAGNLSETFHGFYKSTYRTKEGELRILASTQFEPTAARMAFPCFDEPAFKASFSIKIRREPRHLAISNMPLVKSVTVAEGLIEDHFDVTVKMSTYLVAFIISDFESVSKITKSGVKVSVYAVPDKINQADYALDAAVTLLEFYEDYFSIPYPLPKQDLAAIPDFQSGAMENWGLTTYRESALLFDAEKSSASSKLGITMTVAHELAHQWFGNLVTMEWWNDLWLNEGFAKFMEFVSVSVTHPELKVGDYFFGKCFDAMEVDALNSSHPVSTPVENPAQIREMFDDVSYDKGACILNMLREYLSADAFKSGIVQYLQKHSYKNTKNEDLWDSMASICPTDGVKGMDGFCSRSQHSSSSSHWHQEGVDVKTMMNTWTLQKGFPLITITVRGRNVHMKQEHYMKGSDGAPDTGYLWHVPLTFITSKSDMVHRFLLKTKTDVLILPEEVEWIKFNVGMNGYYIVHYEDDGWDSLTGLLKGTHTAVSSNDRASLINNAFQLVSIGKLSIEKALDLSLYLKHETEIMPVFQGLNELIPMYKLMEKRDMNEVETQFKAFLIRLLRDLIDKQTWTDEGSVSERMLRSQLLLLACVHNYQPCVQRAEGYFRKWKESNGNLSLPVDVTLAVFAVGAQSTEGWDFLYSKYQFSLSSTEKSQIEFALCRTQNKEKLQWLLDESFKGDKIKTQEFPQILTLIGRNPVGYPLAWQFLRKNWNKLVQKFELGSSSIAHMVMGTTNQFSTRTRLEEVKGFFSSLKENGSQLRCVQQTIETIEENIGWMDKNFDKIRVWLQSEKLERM
LGR2 inh: inhibitors of bursicon-induced LGR2 CRE-luciferase signal, primary screen, cell-based, HEK293, CRE-luciferase reporter, bursicon stimulation. Drosophila bursicon receptor LGR2 (rickets). bursicon-stimulated, 4 h. inhibition, % at 9.99 µM. actives 0.35% (n = 380,000);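 active means drop in luminescence signal, shown as inhibition above about 50% in the replicate tests, limit read from the data, passing the limit was not always enough; inconclusive means probably only some replicates passing the limit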;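 further: agonist challenge used bursicon conditioned medium at about half maximal strength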
PGC1a acetyl inh: inhibitors of PGC1a acetylation signal, primary screen, cell-based, U2OS, AlphaScreen, inhibitor mode. AlphaScreen anti-acetyl-lysine; with virally co-expressed GCN5 acetyltransferase. inhibition, % at 15.6 µM. actives 0.17% (n = 350,000). AID 651687, 2012;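 active means every replicate shows inhibition of at least 40%; inconclusive means mean inhibition at least 40% but some replicate below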;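 further: 0% = neutral control wells and 100% = positive control wells; some results beyond the cut were filed as inactive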
FN deposit inh: inhibitors of fibronectin matrix deposition, primary screen, AH1F cells, Alexa488-fibronectin fluorescence, plate reader | AH1F fibroblasts, overnight | inhibition, % at 12.6 µM | actives 0.086% (n = 350,000) | AID 743247, 2014;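 active means mean inhibition across replicates of 30% or more, regardless of how many single replicates reach that level; inconclusive means mean under 30% yet at least half of replicates reach 30%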;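 further: positive control wells lacked labelled fibronectin entirely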
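Material – AH1F fibroblast monolayer, labelled fibronectin deposition · Reagent – labelled fibronectin 24 nM · Timing – 1 h adhesion, overnight exposure · Measured by – fluorescence at 485 nm excitation, 525 nm emission · Read-out – inhibition of fibronectin deposition signal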
EWS-Fli inh: EWS/Fli-driven NR0B1 reporter inhibitors, primary screen, A673 cells, NR0B1 luciferase, luminescence, MLPCN library; viability-normalised; inhibition, % at 12.6 µM; actives 0.67% (n = 350,000); AID 651661, 2012;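 active means mean inhibition of at least 50% after viability correction, with every replicate also passing that limit; inconclusive means mean reaches 50% but only one of two replicates passes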;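 further: firefly luciferase signal divided by Alamar Blue viability fluorescence both relative to DMSO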
PglD DTNB: C. jejuni PglD acetyltransferase inhibitors, primary screen, biochemical, DTNB colorimetric, single point. purified PglD enzyme, DTNB colorimetric CoA detection. UDP-N-acetylbacillosamine N-acetyltransferase PglD (Campylobacter jejuni). inhibition, % at 12.5 µM. actives 0.098% (n = 360,000). AID 602405, 2012; in the data active means inhibition above about 16%, passing the limit was not always enough; inconclusive means no clear call, values can overlap the other calls; further: strong numbers were not always called active
PAX8 inh HTS: inhibitors of PAX8-driven TPO luciferase reporter, primary screen, RMG-I cells, single concentration; SteadyGlo, 24 h; inhibition, % at 12.6 µM; actives 1.2% (n = 360,000); AID 652154, 2013;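 active means mean replicate inhibition at least 60% with every replicate also reaching 60%; inconclusive means only one of the two criteria is met; inactive means mean below 60% and not all replicates reaching 60%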;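 further: luciferase light reporting Pax8 driven TPO promoter activity; plate controls were median of neutral control wells for no effect and mitoxantrone controls for full effect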
Numbers without * were called inactive; ? = inconclusive; nt = no result given.

SMILES	S100A4 MyoIIA	ERAP1 inh	LGR2 inh	PGC1a acetyl inh	FN deposit inh	EWS-Fli inh	PglD DTNB	PAX8 inh HTS
Cc1ccc2oc(=O)c3cnn(CC(=O)NCCN4CCOCC4)c3c2c1	1	3	5	3	-2	-9	-4	-12
CCC(C)n1c(SCC(=O)Nc2cc(C(C)(C)C)nn2-c2ccccc2)nc2ccccc2c1=O (stereo unspecified)	12	1	28	-3	7	9	-13	11
C[C@@H]1CCCCO[C@@H](CN(C)S(=O)(=O)c2cn(C)cn2)[C@H](C)CN([C@H](C)CO)C(=O)c2cc(NS(=O)(=O)c3ccc(F)cc3)ccc2O1	-16	0	-2	nt	10	-8	0	0
N#CC1=C(SCc2ccccc2Cl)NC(=O)C(C(N)=O)C1 (stereo unspecified)	-4	2	7	1	nt	-5	-3	nt
COc1cc(Cl)ccc1OC1(C)CCN(Cc2ccc(-c3ccccn3)cc2)C1 (stereo unspecified)	-3	1	-9	nt	2	21	1	4
COCCn1c(SCC(=O)NCc2ccco2)nnc1-c1c[nH]c2ccccc12	9	2	-11	12	7	2	3	3
N#C[C@@H]1[C@@H](c2ccc(C#CC3CCCC3)cc2)[C@H](CO)N1C(=O)Nc1ccc(F)cc1	-12	1	2	3	3	7	0	33
CC(=O)c1cccc(CN2CCCC(C(=O)Nc3cccc(-n4cccn4)c3)C2)c1 (stereo unspecified)	-3	3	4	nt	0	nt	0	12
O=C(COC(=O)c1cccnc1Cl)Nc1ccc2c(c1)OCO2	1	-1	-38	0	-7	6	-4	-17
COc1ccccc1CNC(=O)Cc1csc(NC(=O)Nc2ccccc2OC)n1	2	3	2	nt	3	4	-2	9
O=C(COC(=O)C1CCN(S(=O)(=O)c2cccc3cccnc23)CC1)c1ccccc1	-3	-4	16	-9	-1	-2	2	3
CS(=O)(=O)N1CC(=O)N2[C@H](C1)[C@@H](c1ccc(C#CC3CCCC3)cc1)[C@@H]2CO	30	nt	3	-6	nt	1	nt	nt
Cc1c(C2(O)CCCCC2)[nH]c2ccccc12	-2	0	1	nt	13	6	nt	13
O=C(NCC1CCCO1)c1cccc2ccccc12 (stereo unspecified)	0	-2	-8	-2	-8	-3	6	-8
O=C(c1ccc(S(=O)(=O)N2CCOCC2)cc1)N(c1ccccn1)C1CCCCC1	-5	0	11	-1	-20	9	1	-3
O=C(C[C@H]1C=C[C@H](NS(=O)(=O)c2ccc(F)cc2)[C@@H](CO)O1)NCc1ccncn1	-1	3	-5	-7	-6	7	0	2
O=C(c1ccccc1SCc1ccc(F)cc1)N1CCOCC1	2	5	12	29	-11	4	nt	-17
CCOc1ccc(NCc2nnc(SCC(=O)Nc3cc(C)on3)n2-c2ccccc2OC)cc1	-8	4	-1	nt	nt	-3	nt	nt
CC(=O)N(C)C[C@H]1Oc2cc(-c3ccccc3C)ccc2S(=O)(=O)N([C@H](C)CO)C[C@@H]1C	48	-3	5	14	nt	0	1	nt
O=C(NNC(=S)Nc1ccccc1)c1ccc(O)cc1	-1	nt	-88	-4	5	-65	nt	-152
O=C(CNC(=O)c1ccc(Cl)cc1)Nc1ccccc1C(F)(F)F	1	nt	-11	-9	-11	-4	nt	-2
COC(=O)[C@H](Cc1c[nH]c2ccccc12)NC(=O)NCc1ccc(OC)c(OC)c1	3	-3	-3	-11	0	2	5	-6
O=C(NC(c1ccc2c(c1)OCO2)c1ccccn1)C1CCN(CCOc2ccccc2)CC1 (stereo unspecified)	-2	-2	-8	nt	9	1	-1	6
O=C(NCC(O)c1nc2ccccc2[nH]1)c1ccc(Br)cc1 (stereo unspecified)	-3	2	-3	6	7	-5	2	7

Ordered by molar mass (smallest number first): part of the list above.
SMILES	S100A4 MyoIIA	ERAP1 inh	LGR2 inh	PGC1a acetyl inh	FN deposit inh	EWS-Fli inh	PglD DTNB	PAX8 inh HTS
O=C(NNC(=S)Nc1ccccc1)c1ccc(O)cc1	-1	nt	-88	-4	5	-65	nt	-152
O=C(NCC(O)c1nc2ccccc2[nH]1)c1ccc(Br)cc1 (stereo unspecified)	-3	2	-3	6	7	-5	2	7
O=C(C[C@H]1C=C[C@H](NS(=O)(=O)c2ccc(F)cc2)[C@@H](CO)O1)NCc1ccncn1	-1	3	-5	-7	-6	7	0	2

Continued.
SMILES	S100A4 MyoIIA	ERAP1 inh	LGR2 inh	PGC1a acetyl inh	FN deposit inh	EWS-Fli inh	PglD DTNB	PAX8 inh HTS
O=C(COc1ccccc1)c1cn(CC(=O)N2CCCC2)c2ccccc12	1	4	-36	10	-1	4	0	-10
COc1ccccc1C#Cc1ccc2c(c1)[C@@H]1[C@@H](CCN1C(=O)CN1CCOCC1)[C@H](CO)N2	-6	4	-7	-3	11	nt	nt	8
CCCOc1ccc(C(O)CCNC(CC(=O)O)c2ccccc2)cc1 (stereo unspecified)	7	3	-6	nt	2	1	nt	-2
Oc1cccc2ccc(/C=C/c3ccccc3Cl)nc12	4	0	-45	nt	-2	-18	-3	-24
CC12CCC(C(=O)NCc3ccccc3Cl)(C(Br)C1=O)C2(C)C (stereo unspecified)	nt	nt	1	-5	2	nt	1	4
Cc1nc2ccccc2c2oc(C(=O)NCCCN3CCCC3=O)cc12	6	0	-8	-1	4	3	-4	-3
CCCNC(=O)[C@@H]1[C@@H](CO)[C@@H]2Cn3c(cccc3=O)[C@@H]2N1CC1CCCC1	17	5	11	-2	-1	-3	nt	nt
COc1ccc([C@H]2C[C@H](O)[C@@H](n3cc(-c4ccc(F)cc4)nn3)CN2CC2CCCCC2)cc1	8	8	-4	nt	-3	4	-1	0
CC(=O)c1ccc(OC2(C)CCN(CCOc3ccc(C)cc3)C2)cc1 (stereo unspecified)	-5	-5	-58	1	14	-8	-1	-29
O=C(c1ccccc1)N1C[C@@H]2[C@H](c3ccccc31)[C@H](CO)N2Cc1ccccc1F	-2	-1	-16	-6	nt	2	4	15
CC(C)c1cn(CC[C@@H]2CC[C@H](NS(=O)(=O)Cc3ccccc3)[C@H](CO)O2)nn1	0	-2	-7	3	-11	-3	-45	-12
CCCNC(=O)Nc1ccc2c(c1)C(=O)N(C)[C@H]1CC[C@@H](CC(=O)O)O[C@H]1CO2	nt	nt	-9	2	-11	6	0	-13
Cc1noc(C)c1NC(=O)Nc1ccc2c(c1)C(=O)N([C@@H](C)CO)C[C@@H](C)[C@H](CN(C)Cc1ccc(C(F)(F)F)cc1)O2	5	2	-7	-2	nt	nt	-7	-7
BrC(/C=N/N1CCN(Cc2ccccc2)CC1)=C/c1ccccc1	-1	1	-31	-7	1	-13	0	0
O=C(C[C@H]1CC[C@@H]2[C@H](COC[C@H](O)CN2C(=O)c2cccnc2)O1)Nc1ccc(-c2ccccc2)cc1	16	0	-15	-6	-1	-6	4	-13
COc1cc(/C=N/n2c(COc3ccccc3)n[nH]c2=S)cc(OC)c1OC(C)=O	-5	2	-18	2	8	10	1	-8
O=C(O)c1ccc(S(=O)(=O)c2ccccc2)cc1	nt	nt	nt	-17	-5	nt	1	-5
CN(C)c1ncnc2c1ncn2[C@H]1CN(Cc2ccco2)C[C@@H](CO)O1	33	-1	3	4	8	-1	-3	1
CC(=O)c1ccc(NC(=O)CSc2ccc(-c3ccco3)nn2)cc1	0	4	-12	4	nt	-11	-2	-16
COc1cccc(CN(C)CC(=O)Nc2ccccc2C(=O)Nc2ccccc2)c1OC	33	-1	20	-10	1	3	-4	17
COc1ccc(-n2nc3c(c2NC(=O)c2c(-c4ccccc4Cl)noc2C)CS(=O)(=O)C3)cc1	-1	-2	-18	-15	nt	15	-3	nt
CNC(=S)N/N=C(\C)c1ccc2c(c1)OCCO2	-1	-2	-2	-7	-16	2	1	0
CN(C(=O)COC(=O)/C=C/c1cccc([N+](=O)[O-])c1)C1CCS(=O)(=O)C1 (stereo unspecified)	1	nt	8	-5	5	15	-3	53
Cc1nn(C)c(C)c1S(=O)(=O)N1CCCC(C(=O)N2CCN(c3ccccc3)CC2)C1 (stereo unspecified)	5	-3	21	-11	1	11	0	17
COCC(=O)N1[C@H](CO)[C@@H](c2ccccc2)C12CN(C(=O)NC1CCCC1)C2	0	-3	-16	-11	4	5	nt	nt
C[C@H](CO)N1C[C@H](C)[C@H](CN(C)Cc2ccc3c(c2)OCO3)Oc2ncc(-c3ccccc3)cc2C1=O	-26	-2	9	10	nt	9	1	nt
CC(C)(C)S(=O)N1Cc2cc(C(=O)NCCCN3CCOCC3)nc(-c3cccc(-c4cc5ccccc5o4)c3)c2[C@@H]1CCO (stereo partly specified)	-26	4	10	-29	17	14	-3	16
O=C(CCC(=O)N1CCN(S(=O)(=O)c2ccc(Cl)cc2)CC1)Nc1cccc(Br)c1	-2	2	-3	3	6	9	-1	19
CCOC(=O)C1CC2CC(C1)CN(C(=O)C1CCCCC1)C2 (stereo unspecified)	-6	8	20	-1	0	10	nt	-2
Nc1nc(SCc2cccnc2)c2ncn(C3OC(CO)C(O)C3O)c2n1 (stereo unspecified)	-2	-1	8	-15	-8	6	-4	7
N#CC1=C(N)Oc2ccc3ccccc3c2C1c1cccnc1 (stereo unspecified)	2	7	40	nt	5	54*	nt	26
COc1ccc(C(=O)NC(=S)N2CCCc3ccccc32)cc1OC	30	-1	5	-3	nt	?	2	10

Looked up by compound from above:
SMILES	S100A4 MyoIIA	ERAP1 inh	LGR2 inh	PGC1a acetyl inh	FN deposit inh	EWS-Fli inh	PglD DTNB	PAX8 inh HTS
N#CC1=C(N)Oc2ccc3ccccc3c2C1c1cccnc1 (stereo unspecified)	2	7	40	nt	5	54*	nt	26
COc1ccc(C(=O)NC(=S)N2CCCc3ccccc32)cc1OC	30	-1	5	-3	nt	?	2	10
C[C@H](CO)N1C[C@H](C)[C@H](CN(C)Cc2ccc3c(c2)OCO3)Oc2ncc(-c3ccccc3)cc2C1=O	-26	-2	9	10	nt	9	1	nt
O=C(CCC(=O)N1CCN(S(=O)(=O)c2ccc(Cl)cc2)CC1)Nc1cccc(Br)c1	-2	2	-3	3	6	9	-1	19
CC(C)(C)S(=O)N1Cc2cc(C(=O)NCCCN3CCOCC3)nc(-c3cccc(-c4cc5ccccc5o4)c3)c2[C@@H]1CCO (stereo partly specified)	-26	4	10	-29	17	14	-3	16
CCOC(=O)C1CC2CC(C1)CN(C(=O)C1CCCCC1)C2 (stereo unspecified)	-6	8	20	-1	0	10	nt	-2
COCC(=O)N1[C@H](CO)[C@@H](c2ccccc2)C12CN(C(=O)NC1CCCC1)C2	0	-3	-16	-11	4	5	nt	nt

Assay outcomes as filed in PubChem BioAssay.

The order is random. About 2.1% of those tested had a hit in this group.
